GAA spleen mod: inhibits or activates alpha-glucosidase in human spleen homogenate; AID 2112; P10253; human spleen homogenate, 4-MU-alpha-glucoside fluorescence; 0.006% of 240,000 active; Potency, µM (top dose mostly 79.9 µM), for the others: at the top dose activity change, negative = inhibition, hits mostly inhibitors;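 further: 0% = enzyme with vehicle and -100% = no enzyme basal signal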
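Human spleen homogenate (1 ug) with 4-methylumbelliferyl-alpha-D-glucopyranoside (1 mM final) in 50 mM citrate/phosphate pH 5.0, 0.01% Tween-20; 40 min at 37 C. Stopped at pH 10; 4-MU fluorescence Ex 365/Em 440 nm; AC50 by Hill fit.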
GAA glycogen mod: inhibitors or activators of human alpha-glucosidase glycogen cleavage; P10253; recombinant GAA, glycogen substrate, Amplex Red glucose oxidase fluorescence; Potency, µM (doses to about 76.4 µM), for the others: at the top dose activity change, negative = inhibition, usual class: inhibitors; 0.38% of 300,000 active; AID 2100;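 further: 0% = full enzyme reaction and -100% = no-enzyme basal signal; the screen sought inhibitors and activators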
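Natural-substrate format: glycogen cleavage by 4 nM human enzyme, glucose read by Amplex Red coupling (Ex 573, Em 610 nm). Normalized to enzyme and no-enzyme controls.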
RECQ1 inh: blocks DNA unwinding by human RECQ1; P46063; RECQ1 DNA unwinding, red fluorescence kinetic read; Potency, µM (highest dose often 57.3 µM), without a hit: at the highest dose activity, negative = inhibition, actives largely listed as inhibitors; 0.54% of 240,000 active; AID 2549;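 further: plate controls were vehicle for no effect and no enzyme for full effect; nearly all actives have a fitted effect of over 30% in size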
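50 nM RECQ1T1 preincubated 15 min with compound in Tris pH 8.0 buffer with MgCl2, DTT, Tween-20 and 2.5 ug/ml poly(dI-dC); started with 200 nM TAMRA/BHQ-2 forked duplex and 2 mM ATP. Unwinding read as fluorescence (525/598 nm), two reads 2 h apart.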
GoLoco inh red: blocks human Gai1 binding to RGS12 GoLoco peptide, red readout; P63096; Gai1:RGS12 GoLoco peptide FP, rhodamine, 10 min; Potency, µM (top dose mostly 61.6 µM), inactives show at the top dose activity, negative = inhibition, most hits filed as inhibitors; 0.44% of 230,000 active; active means well fitted inhibition curve with a large enough effect, not every such curve was filed as active; inactive means no such curve, though single readings can be large or run the other way; further: nearly all actives have a fitted effect of over 30% in size; many of its hits are not listed in these tables
Target sequence (P63096 whole entry, looked up): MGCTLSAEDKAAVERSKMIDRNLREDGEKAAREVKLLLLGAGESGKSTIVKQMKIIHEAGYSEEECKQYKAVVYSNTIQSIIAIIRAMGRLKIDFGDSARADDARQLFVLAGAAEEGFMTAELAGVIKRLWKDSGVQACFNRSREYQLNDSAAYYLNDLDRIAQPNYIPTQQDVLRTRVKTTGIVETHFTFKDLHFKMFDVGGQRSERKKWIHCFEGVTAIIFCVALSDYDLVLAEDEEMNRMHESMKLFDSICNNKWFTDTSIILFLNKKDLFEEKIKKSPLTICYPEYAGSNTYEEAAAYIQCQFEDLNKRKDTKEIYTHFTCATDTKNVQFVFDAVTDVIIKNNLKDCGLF
TR SRC2 fluor cs: counter-screen for TRb-SRC2 inhibitors: fluorescence interference | AID 1479 | Potency, µM (highest dose often 106 µM), for inactives: top-dose fluorescence change, negative = quenching | TRb/SRC2 Texas Red total fluorescence interference | 0.29% of 280,000 active; active means well fitted curve in either direction with a large enough effect; inconclusive means small, poorly fitted or top-dose-only effect
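Human TRb ligand-binding domain at 0.6 uM with 20 nM Texas Red SRC2 peptide in Tris buffer containing 1 uM T3 and 5% DMSO, incubated with compound 5 h at ambient temperature. Total fluorescence (555/632 nm) calculated as parallel + 2 × perpendicular.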
TRb SRC2 PPI: TRbeta-SRC2 interaction inhibition; P10828; TRbeta-SRC2 peptide binding, fluorescence polarization; receptor liganded with 1 µM T3; Potency, µM (titrated, usually from 106 µM), for inactives: at the highest dose activity change, negative = inhibition, hits mostly inhibitors; 0.065% of 280,000 active; AID 1469;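 further: plate controls were bound peptide for no effect and peptide without receptor for full effect; nearly all actives have a fitted effect of over 50% in size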
Target sequence (P10828 whole entry, looked up): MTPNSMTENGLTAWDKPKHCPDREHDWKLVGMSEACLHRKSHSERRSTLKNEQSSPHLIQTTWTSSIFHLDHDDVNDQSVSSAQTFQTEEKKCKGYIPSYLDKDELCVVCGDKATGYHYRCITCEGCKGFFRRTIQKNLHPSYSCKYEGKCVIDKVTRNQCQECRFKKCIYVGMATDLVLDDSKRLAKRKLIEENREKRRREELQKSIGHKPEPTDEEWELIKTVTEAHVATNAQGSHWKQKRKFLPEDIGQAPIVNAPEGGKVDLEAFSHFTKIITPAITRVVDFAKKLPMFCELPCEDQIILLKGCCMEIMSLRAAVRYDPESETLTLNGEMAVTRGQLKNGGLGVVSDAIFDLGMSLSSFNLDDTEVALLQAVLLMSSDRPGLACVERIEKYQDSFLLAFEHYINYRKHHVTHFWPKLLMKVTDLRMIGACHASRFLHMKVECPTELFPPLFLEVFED
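Compounds were added to 0.6 uM TRb ligand-binding domain and 20 nM Texas Red-labeled SRC2 peptide in Tris buffer containing 1 uM T3, incubated 5 hr at ambient temperature, then read by fluorescence polarization.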
L3MBTL1 block: L3MBTL1 (human) inhibition; AlphaScreen L3MBTL1–H3K9me1 peptide binding; AID 485360; 0.66% of 230,000 active; Potency, µM (doses to about 57.1 µM), for the others: top-dose activity, negative = inhibition, actives largely listed as inhibitors; further: nearly all actives have a fitted effect of over 60% in size
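L3MBTL1 (50 nM) pre-complexed 30 min with biotinylated H3(1-15)K9me1 peptide (75 nM), then compounds added for 30 min at room temperature; AlphaScreen streptavidin donor/nickel chelate acceptor beads (10 ug/mL final) read after 30 min dark incubation.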
GAA inhib: blocks human lysosomal alpha-glucosidase; P10253; 0.005% of 200,000 active; Potency, µM (series often up to 76.9 µM), for inactives: at the top dose activity change, negative = inhibition, usual class: inhibitors; purified human GAA, 4-MU-alpha-glucoside fluorescence;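 further: plate controls were uninhibited enzyme wells for no effect and no-enzyme background for full effect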
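qHTS format, compound range up to 77 uM. Human lysosomal enzyme at 4 nM, 400 uM 4-MU glucoside substrate, pH 5.0, 20 min room temperature; fluorescence after alkaline stop gives activity normalized to controls.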
Starred values were filed as active, the others as inactive; i = inactive; ? = inconclusive; · = not tested or not shown; & = joins results of further samples; [ ] = remark or other dose. Unless noted, the call rests on the fitted dose curve; in most records, active means well fitted curve in the direction sought with a large enough effect; inconclusive means small, poorly fitted or top-dose-only effect, or another doubt; inactive means no such curve, though single readings can be large; an effect the other way counts as inactive or inconclusive. Unless noted, on the % scale 0 is the no-effect control and ±100 the full control effect; potency means the concentration at half of the fitted maximal effect. This is a subset. The share of hits here may be higher or lower than overall.

The line under a structure holds: GAA spleen mod	GAA glycogen mod	RECQ1 inh	GoLoco inh red	TR SRC2 fluor cs	TRb SRC2 PPI	L3MBTL1 block	GAA inhib
CNc1nc(-c2ccccc2)cc(C(F)(F)F)c1C#N
 : -7%	-2%	-2%	8%	-4%	-5%	-3%	?
S=C(NCc1ccco1)Nc1ccc2c(c1)OCCO2
 : 1%	-20%	i	24%	2%	2%	0%[11.4 µM]	0%
CC(=O)NCC1CCCN(c2nc3nonc3nc2N(C)Cc2ccccc2)C1 (stereo unspecified)
 : -2%	-11%	-7%	6%	-2%	-4%	8%	3%
O=[N+]([O-])c1ccccc1-c1ccc(/C=N/n2cnnc2)o1
 : -4%	-3%	-1%	4%	-3%	5%	-2%	-4%
Cc1nc(SCCC(C)C)c([N+](=O)[O-])[nH]1
 : 4%	-8%	-11%	5%	-2%	-10%	·	-3%
CCN(CC)C(=O)c1cc2cc(Br)ccc2oc1=O
 : -12%	3%	0%	-4%	-1%	7%	4%	2%
COC(=O)c1ccccc1S(=O)(=O)N1CCC(C(=O)OC(C)C(=O)NC(N)=O)CC1 (stereo unspecified)
 : -5%	5%	i	0%	-1%	0%	2%	3%
Cc1ccc(S(=O)(=O)N(C)c2nc3ccccc3[nH]c2=S)cc1
 : 4%	-2%	i	-3%	-3%	-1%	·	·
COC(=O)c1ccccc1S(=O)(=O)N(Cc1cc2ccc(OC)cc2[nH]c1=O)CC1CCCO1 (stereo unspecified)
 : -4%	-3%	i	11%	2%	-13%	?	-8%
CC(=O)c1cc(C#N)c(SCC(=O)OC(C)C)nc1C
 : -2%	7%	-5%	-2%	-6%	-6%	-3%	5%
CN(CC(=O)N1CCN(c2ccccn2)CC1)S(=O)(=O)c1ccc2ccccc2c1
 : -11%	-4%	-2%	-4%	-1%	0%	·	-6%
CN(C)c1ccc(/C=C/c2ccc3ccccc3n2)cc1
 : 4%	-4%	1%	27%	1%	7%	39%[activator]	·
CC1CCN(C(=O)CSCc2ccc(Cl)cc2)CC1
 : -5%	-8%	0%	-4%	1%	-1%	·	-4%
CN(C1CCCCC1)S(=O)(=O)c1ccc(-c2ccccn2)s1
 : 0%	-5%	-15%	5%	-2%	-2%	28%	4%
CC1=C(C(=O)OCc2ccccc2)C(c2ccccc2)NC(=O)N1CCCCCC(=O)O (stereo unspecified)
 : -14%&-5%	2%	4%&3%	5%&-1%	1%&-3%	-3%&4%	-1%	5%
CCOC(=O)C1(Cc2cccc(OC)c2)CCN(CC2CC=CCC2)CC1 (stereo unspecified)
 : 2%	-9%	i	4%	-1%	3%	4%	-1%
CC(=O)Nc1ccn(C2OC(C(COC(C)=O)NC(=O)C(C)NC(=O)OC(C)(C)C)C(OC(C)=O)C2OC(C)=O)c(=O)n1 (stereo unspecified)
 : 2%	·	i	·	-3%	0%	·	·
CCCn1c(=O)c(Br)cn(-c2ccccc2C)c1=O
 : -9%	4%	-4%	4%	3%	10%	9%	·
CC(=O)N(CN1C(=O)c2ccc([N+](=O)[O-])cc2C1=O)c1ccc(F)cc1
 : -3%	2%	-7%	12%	-8%	-2%	?	-2%
O=C(c1ccc([N+](=O)[O-])cc1)N(Cc1ccc(Cl)cc1Cl)N1C(=O)CCCC1=O
 : 0%	0%	-4%	2%	0%	7%	·	-2%
Cc1cc(C)c(OCC(=O)Nc2nnn(C)n2)c(Br)c1
 : 0%	2%	-1%	3%	-1%	1%	7%	-20%
CCc1sc(C(=O)Nc2cc(Cl)ccc2N2CCCCC2)cc1C
 : -8%	0%	-18%	18%	-1%	-17%	·	-9%
Cn1c(CCN2CCOCC2)nc2cc(NS(=O)(=O)c3ccccc3)ccc21
 : -1%	2%	2%	4%	-5%	6%	-2%	·
COc1ccc(Cn2c(=O)[nH]c3cc(OC)c(OC)cc3c2=O)cc1
 : -4%	7%	-2%	0%	-1%	12%	·	·
C/C(CC(=O)Nc1cc(Cl)ccc1Cl)=N\NC(N)=S
 : -5%	9.9µM*	-2%	-6%	0%	6%	2%	1%
O=C(CN1CCN(S(=O)(=O)c2ccc(F)cc2)CC1)Nc1cccc(C(F)(F)F)c1
 : -5%	-1%	i	-17%	-1%	1%	1%	-8%
O=[N+]([O-])c1cnn2cc(Br)cnc12
 : 3%	2%	-2%	0%	0%	8%	2%	1%
COc1ccc(Cl)cc1Nc1nc(NCCO)nc(N2CCCC2)n1
 : -2%	8%	-3%	-14%	-5%	-5%	5%	6%
CCOCC(=O)NCc1ccc2c(c1)OCO2
 : -1%	4%	-2%	3%	0%	-8%	·	2%
O=S(=O)(c1cccc2nsnc12)N1CCN(c2ccccc2F)CC1
 : 9%	-16%	-2%	10%	-1%	-3%	-14%	6%
Cc1cc(C)c(S(=O)(=O)NC2CCN(Cc3ccccc3)CC2)c(C)c1
 : -1%	-12%	20%	3%	1%	4%	·	·
[O-]/[N+](=C\c1ccccc1)[C@@H]1CCCC[C@@H]1/[N+]([O-])=C/c1ccccc1
 : 2%	40µM*	i	·	3%	-3%	-1%	7%
O=C(NC(Cc1c[nH]c2ccccc12)C(=O)O)/C(=C\c1ccc2c(c1)OCO2)NC(=O)c1ccccc1 (stereo unspecified)
 : 0%	0%	-3%	0%	-1%	-5%	-8%	·
COc1ccc2nc(NC(=O)CCn3cccc3)sc2c1
 : 4%	2%	-4%	11%	0%	8%	-2%	?
C[C@H]1O[C@@H](n2cnc3c(N)ncnc32)C[C@@H]1OP(=O)(O)OP(=O)(O)OP(=O)(O)O
 : 4%	·	-9%	·	-3%	6%	·	·
CCOC(=O)c1sc(CS(=O)(=O)c2ccc(Cl)cc2)nc1C
 : 1%	4%	i	-12%	-4%	2%	0%	·
CCOC(=O)c1nnn(CC(=O)N2N=C(c3cccc4ccccc34)CC2c2ccccc2)c1C(=O)OCC (stereo unspecified)
 : -13%	-4%	-9%	6%	2%	-8%	2%	1%
CSc1nc2cc3c(cc2n1C(=O)c1ccc(C)cc1)OCCO3
 : 4%	-8%	1%	1%	-3%	-2%	6%	3%
COc1ccc(C(=O)NCC(=O)NCC(=O)OCC(=O)C(C)(C)C)cc1
 : 3%	17%	1%	12%	-1%	6%	-2%	5%
CC(=O)OCc1cc(-c2nc3ccccc3[nH]c2=O)nn1-c1ccc(Cl)cc1
 : 8%	1%	i	-5%	-3%	-1%	-2%	4%

3 consecutive records from above, quoted:
The line under a structure holds: GAA spleen mod	GAA glycogen mod	RECQ1 inh	GoLoco inh red	TR SRC2 fluor cs	TRb SRC2 PPI	L3MBTL1 block	GAA inhib
CCOC(=O)c1nnn(CC(=O)N2N=C(c3cccc4ccccc34)CC2c2ccccc2)c1C(=O)OCC (stereo unspecified)
 : -13%	-4%	-9%	6%	2%	-8%	2%	1%
CSc1nc2cc3c(cc2n1C(=O)c1ccc(C)cc1)OCCO3
 : 4%	-8%	1%	1%	-3%	-2%	6%	3%
COc1ccc(C(=O)NCC(=O)NCC(=O)OCC(=O)C(C)(C)C)cc1
 : 3%	17%	1%	12%	-1%	6%	-2%	5%

Next section
The line under a structure holds: GAA spleen mod	GAA glycogen mod	RECQ1 inh	GoLoco inh red	TR SRC2 fluor cs	TRb SRC2 PPI	L3MBTL1 block	GAA inhib
CCCS(=O)(=O)N1CCC(C(=O)NCCCN2CCCC2=O)CC1
 : -15%	-1%	-1%	3%	-2%	-13%	-4%	6%
CCOC(=O)c1c(C)n(C)c2cc(-c3ccc(C)cc3)c(O)cc12
 : -7%	-3%	0%	-4%	2%	5%	-14%	9%
Cc1nc(-c2nc(C(=O)NNS(C)(=O)=O)cs2)cs1
 : 0%	-25%	-2%	7%	-1%	-7%	-7%	-5%
C=CCNC(=S)NCC=C
 : -3%	5%	5%	6%	-6%	-9%	·	·
CCCCCCCC1=CC2=C(Cl)C(=O)C(C)(OC(C)=O)C(=O)C2=CO1 (stereo unspecified)
 : -8%	·	i	10%	1%	5%	·	·
COc1ccccc1CNC(=O)C(NS(=O)(=O)c1ccc2c(c1)oc(=O)n2C)C(C)C (stereo unspecified)
 : 8%	-40%	-10%	-8%	-6%	-7%	·	13%
Cc1ccnc(NS(=O)(=O)c2cnc(Cl)c(Br)c2)c1
 : -3%	2%	-12%	-3%	-8%	4%	11%	3%
COc1cc(S(=O)(=O)N2CCN(C)CC2)c(OC)cc1Cl
 : 7%	7%	-9%	10%	-5%	0%	·	-10%
C(#Cc1ccccc1)CN1CCCCC1
 : -2%	16%	2%	13%	-2%[53 µM]	3%[53 µM]	1%	6%
CC(Oc1ccc(Cl)cc1Cl)C(=O)NCc1ccncc1 (stereo unspecified)
 : 1%	-10%	-7%	-15%	-6%	-4%	48%[activator]	-11%
O=C(c1ccc(F)cc1)N1CCN(C(=O)c2cccnc2)CC1
 : -1%	-8%	-5%	2%	1%	4%	·	0%
Cn1nc(-c2ccc3c(c2)OCCO3)c2ccccc2c1=O
 : -6%	-1%	-7%	-4%	-2%	-2%	-2%	3%
O=C1CCc2cc(S(=O)(=O)NC(Cc3ccccc3)C(=O)NC3CCCCC3)ccc2N1 (stereo unspecified)
 : 3%	8%	-1%	14%	-9%	-4%	·	-19%
CCOC(=O)C(=CNNc1c(C)csc1C(=O)OC)C(=O)OCC
 : -2%	?	-8%	0%	-4%	-5%	-8%	·
Cc1[nH]nc2c1C(c1ccccc1)C1=C(CC(C)(C)CC1=O)N2 (stereo unspecified)
 : -6%	-6%	1%	·	1%	6%	0%	-1%
O=S(=O)(NCc1ccco1)c1ccc2c(c1)Cc1ccccc1-2
 : -1%	-7%	-17%	80%[activator]	0%	9%	-9%	3%

Screening results: PubChem BioAssay, National Center for Advancing Translational Sciences (NCATS)
